Source: PubChem BioAssay
TRPC6 act: mouse TRPC6 channel activation; HEK293-TRPC6 membrane potential dye fluorescence; active compounds read high; hit rate 0.13% among 310,000; B-score at 10 µM; Q61143;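 active = B-score of the integrated fluorescence ratio above library mean plus 3 SD, and starting fluorescence ratio within library mean plus 5 SD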;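 note: higher score means more depolarization so channel activation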
MrgX1 allo act: allosterically activates human MrgX1 receptor signaling; MrgX1-HEK293, Fluo-4 calcium flux, FDSS; active compounds read high; hit rate 0.63% among 310,000; B-score at 10 µM; Q96LB2;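 active = plate-corrected calcium response at least 3 library SD above typical, normal starting fluorescence, not activating the receptor alone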;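 note: compound read alongside a low EC10 to EC30 dose of BAM8-22 agonist; peak minus trough fluorescence over baseline measured at the second addition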
Target sequence (Q96LB2 whole entry, looked up): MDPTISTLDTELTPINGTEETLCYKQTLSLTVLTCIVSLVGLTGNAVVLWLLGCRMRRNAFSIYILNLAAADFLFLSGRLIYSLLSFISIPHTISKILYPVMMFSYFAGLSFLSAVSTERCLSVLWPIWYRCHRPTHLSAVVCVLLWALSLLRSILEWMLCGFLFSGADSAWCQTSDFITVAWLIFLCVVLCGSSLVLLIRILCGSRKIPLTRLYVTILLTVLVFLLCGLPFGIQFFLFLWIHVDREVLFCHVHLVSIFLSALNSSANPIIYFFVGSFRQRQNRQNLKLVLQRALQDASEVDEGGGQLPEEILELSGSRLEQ
HDAC3 inhib: blocks human histone deacetylase 3. O15379. recombinant HDAC3, fluorogenic peptide/trypsin coupled, fluorescence. inhibition, % at 8.3 µM. hit rate 0.15% among 320,000. AID 2718; in the data active = inhibition above about 26%, passing the limit was not always enough
Target sequence (O15379 whole entry, looked up): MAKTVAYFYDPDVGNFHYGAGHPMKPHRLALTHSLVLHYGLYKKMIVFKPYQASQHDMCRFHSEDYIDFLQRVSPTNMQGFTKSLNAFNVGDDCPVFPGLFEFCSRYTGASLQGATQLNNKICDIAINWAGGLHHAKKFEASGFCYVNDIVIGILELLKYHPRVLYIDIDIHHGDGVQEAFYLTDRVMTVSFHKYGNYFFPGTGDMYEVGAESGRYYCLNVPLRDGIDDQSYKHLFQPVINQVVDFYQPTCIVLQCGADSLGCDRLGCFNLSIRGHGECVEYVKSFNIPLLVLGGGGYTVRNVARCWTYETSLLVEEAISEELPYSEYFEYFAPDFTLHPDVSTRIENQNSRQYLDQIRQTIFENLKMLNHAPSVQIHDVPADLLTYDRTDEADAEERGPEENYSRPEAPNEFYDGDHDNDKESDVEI
RGS4 act: potentiators or activators of RGS4; HEK293 M3R/inducible RGS4, carbachol calcium flux Fluo4; active compounds read low; B-score at 10 µM; hit rate 0.92% among 310,000;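 active = B-score of the integrated calcium signal more than 4 SD below the library mean, with starting fluorescence not abnormally high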;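 note: negative B-score means reduced calcium response which marks RGS4 activation or potentiation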
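Assay system: HEK293 FlpIn-TREx cells, stable M3R, doxycycline-inducible RGS4 / Probe or stimulus: carbachol, ECmax concentration / Times: overnight RGS4 induction, 30 min dye load 37 °C, 20 min compound RT / Signal: kinetic calcium fluorescence imaging with Fluo4-AM dye, 2 µM / Measure: Agonist-evoked peak-minus-minimum fluorescence over baseline, integrated ratio, B score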
ANO1 activ: activators or potentiators of mouse TMEM16A chloride channel | Q8BHY3 | HEK293 TMEM16A/YFP-H148Q/I152L, iodide quench fluorescence; active compounds read low | B-score at 10 µM | hit rate 0.3% among 340,000;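 active = fluorescence-ratio B-score plate-corrected deviation score at least 3 library SD below zero, with starting fluorescence score within 5 deviations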;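 note: channel opened by trigger with iodide after compound preincubation; score built on the fluorescence ratio of max minus min over baseline; more negative score means more quench and so TMEM16A activation or potentiation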
MrgX1 ag: human MrgX1 receptor agonism, primary screen. Q96LB2. MrgX1-HEK293 cells, Fluo-4 calcium fluorescence, agonist mode; active compounds read high. B-score at 10 µM. hit rate 0.44% among 310,000;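 active = calcium response B-score plate-corrected fluorescence ratio at least 3 library SD, with starting fluorescence B-score inside 5 SD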
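Material: HEK293 cells stably expressing human MrgX1 receptor | Quantity: 15,000 cells per well | Times: Cells plated overnight, dye loaded 0.5 h 37 °C, 0.5 h room temperature | Measured by: Kinetic Fluo-4 NW fluorescence of intracellular calcium | Control set: Positive and negative controls per plate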
ANO1 block: blocks the mouse calcium-activated chloride channel TMEM16A. HEK293 TMEM16A/YFP iodide influx fluorescence, ionomycin. hit rate 1.2% among 310,000. AID 588511. Q8BHY3. normalized B-score (activity score, 25-100; higher = stronger inhibition) at 10 µM;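 active = ratio plate-corrected score three or more library SD toward inhibition, starting fluorescence score within five deviations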;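 note: score derived from kinetic fluorescence span divided by baseline fluorescence per well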
RGS4 block: inhibitors of human RGS4; P49798; HEK293 M3R/RGS4 inducible, Fluo-4 calcium flux; active compounds read high; triggered by carbachol at its EC20; B-score at 10 µM; hit rate 0.45% among 310,000; AID 463165;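 active = B-score, a plate-corrected calcium signal, over three deviations above library mean, with baseline fluorescence within five deviations of library mean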;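 note: RGS4 expression induced by doxycycline in cells with stable M3 receptor; B-score is computed from the integrated fluorescence ratio over baseline after carbachol; higher B-score means a larger calcium signal and so more RGS4 inhibition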
Target sequence (P49798 whole entry, looked up): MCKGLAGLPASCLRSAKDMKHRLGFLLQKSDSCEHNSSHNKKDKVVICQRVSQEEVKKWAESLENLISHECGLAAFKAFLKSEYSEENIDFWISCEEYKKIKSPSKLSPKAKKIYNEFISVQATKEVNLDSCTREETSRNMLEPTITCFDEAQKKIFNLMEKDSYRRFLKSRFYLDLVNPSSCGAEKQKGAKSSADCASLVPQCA
TRPC6 inh: blocks the mouse TRPC6 cation channel | hit rate 1.1% among 310,000 | Q61143 | B-score at 10 µM | HEK293-TRPC6, membrane potential dye, ACh-evoked depolarization; active compounds read low;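 active = B-score under library mean minus 3 SD, initial fluorescence not abnormally high, positive integrated signal ratio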;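 note: B-score derived from integrated fluorescence ratio over the kinetic read; more negative B-score means stronger inhibition of depolarization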
SKKanGAS inh: blocks kanamycin growth of S. pyogenes SKKanGAS strain. hit rate 1.3% among 300,000. BacTiter-Glo, 6 h. AID 1662. inhibition, % at 7.5 µM;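 active = mean replicate score, as percent of positive control median, at least 50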;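 note: strain carries kanamycin resistance gene driven by streptokinase promoter and grows in 40 µg/ml kanamycin; loss of luminescence reflects streptokinase promoter inhibition or plain growth inhibition; 0% = median of DMSO wells and 100% = positive control at its reference dose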
MrgX1 antag: antagonists of human MrgX1 receptor | Q96LB2 | AID 588676 | MRGX1-HEK293 calcium flux, Fluo-4, BAM8-22 antagonism; active compounds read low | hit rate 1.3% among 310,000 | B-score at 10 µM;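 active = calcium-response B-score plate-corrected more than 3 library SD below zero, starting fluorescence within 5 deviations, no agonist response on first addition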;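 note: peak minus trough fluorescence over baseline after final BAM8-22 challenge near maximal dose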
Starred values were filed as active, the others as inactive; i = inactive; · = no result given.

SMILES	TRPC6 act	MrgX1 allo act	HDAC3 inhib	RGS4 act	ANO1 activ	MrgX1 ag	ANO1 block	RGS4 block	TRPC6 inh	SKKanGAS inh	MrgX1 antag
COc1cccc2c(N/N=C/c3ccc(O)c(O)c3)cc(C)nc12	i	i	-6	i	i	i	i	i	i	1	i
COc1ccc(CNC(=O)CCCC(=O)n2nc(C)c3ccccc32)cc1	i	i	-1	i	i	i	i	i	i	-4	i
CCOCCCN(C)C1CCN(C(=O)c2oc3ccccc3c2NC(=O)COc2cccc(C)c2)CC1	i	i	6	i	i	i	i	i	i	2	i
CCOC(=O)c1ccc(NC(=O)CSc2nc3cccnc3n2C)cc1	i	i	3	i	i	i	i	i	i	3	i
Cc1cccc(CCNC(=O)C2CCN(S(=O)(=O)c3ccccc3)CC2)c1	i	11*	4	i	i	i	i	i	i	-4	i
COc1ccc(NC(=O)Cn2c3ccccc3c3nc4n(c(=O)c32)CCS4)cc1OC	i	i	-3	i	-54*	i	i	i	i	6	i
CCn1c(Cc2ccccc2)nnc1SCC(=O)Nc1nc2ccccc2s1	i	i	-2	i	i	i	i	i	i	2	i
Cc1ccc(CNS(=O)(=O)c2ccc(C(C)(C)C)cc2)n1C	i	i	1	i	i	i	i	i	i	10	i
COc1ccc([N+](=O)[O-])cc1NC(=O)C(C)OC(=O)C1CCCC1 (centres undefined)	i	i	0	i	i	i	i	i	i	-6	i
CCOC(=O)c1cc(-c2ccc(N3CCOCC3)cc2)nn1-c1ccc(F)cc1F	i	i	1	i	i	i	i	i	i	6	i
CCOC(=O)c1cc[nH]c1CC(=O)NC	i	i	4	i	i	i	i	i	i	-1	i
O=C(NCc1ccco1)c1cnccn1	i	i	-5	i	i	i	i	i	i	-3	i
Cc1ccc(S(=O)(=O)NC(C)(C)CN2CCc3ccccc3C2)cc1	i	i	-6	i	i	i	i	i	i	1	i
Cc1ccc(CNS(=O)(=O)c2cc(F)ccc2CN2C(=O)c3cccnc3C2=O)o1	i	i	-1	i	i	i	i	i	i	4	i
C=CCOc1cccc(/C=N/NC(=O)C(=O)NCc2ccco2)c1	i	i	5	i	i	i	i	i	i	-4	i
Cc1csc(NC(=O)CNC(=O)OCc2ccccc2)n1	i	i	-3	i	i	i	i	i	i	2	i
COc1cccc(Oc2cn[nH]c2-c2ccc(O)cc2O)c1	i	i	1	i	i	i	i	i	i	-18	i
Cc1ccc(C(O)(CNCc2ccccc2)c2ccccc2)cc1 (centres undefined)	i	i	6	i	i	i	i	i	i	2	i
CCCOC(=S)Nc1ccccc1	i	i	3	i	i	i	i	i	i	7	i
COc1ccnc(CSC(N)=Nc2ccccc2OC)c1	i	i	1	i	i	i	i	i	i	6	i
O=c1c2c(C(F)(F)F)cc(C(F)(F)F)nc2[nH]n1-c1ccccc1	i	i	6	i	i	i	i	i	i	15	i
Cc1ccc(CNc2ccc([N+](=O)[O-])cc2C(N)=O)cc1	·	i	0	·	i	i	i	·	·	·	i
COc1ccccc1OCC(=O)Nc1c2c(nn1-c1ccccc1)CS(=O)(=O)C2	i	i	-2	i	i	i	i	i	i	-4	i
COCCn1c(SCC(=O)Nc2ccc(N3CCOCC3)cc2)nc2ccccc21	i	i	-1	i	i	i	i	i	i	6	i
O=C1N(Cc2cccnc2)C[C@@H]2C[C@@H](c3ccc4nsnc4c3)N3CCC[C@@]123	i	i	0	i	i	i	i	i	i	-24	i
COc1ccc(C(=O)n2c(SC)nc3cc4c(cc32)OCCO4)cc1	i	i	18	i	i	i	i	i	i	-2	i
Cc1ccc2c3c([nH]c2c1C)-c1nonc1CC3	i	i	-2	i	i	i	i	i	i	-1	i
NC(=O)C1(N2CCCCC2)CCN(C(=O)c2cccs2)CC1	i	i	-5	i	i	i	i	i	i	2	i
CC(C)CN1CCC(=O)N([C@H](CN=[N+]=[N-])Cc2ccccc2)CC1	i	i	-8	i	i	i	i	i	i	-2	i
O=c1cc(-c2ccccc2)[nH]c2cc(F)ccc12	i	i	4	i	i	i	i	i	i	-3	i
CCNC(=S)NNC(=O)c1ccc(=O)n(Cc2ccccc2)c1	i	i	7	i	i	i	i	i	i	-4	i
COc1ccc(N2CCN(C(=O)CNS(=O)(=O)c3ccc(C)cc3)CC2)cc1	i	i	-3	i	i	i	i	i	i	4	i
COCCNC(=S)N1CCN(C(=O)C(=O)Nc2ccc(C(=O)OC)cc2)CC1	i	i	7	i	i	i	i	i	i	-3	i
CCOC(=O)c1c(C)[nH]c(C)c1S(=O)(=O)N(C)CC(=O)Nc1cccc(F)c1	i	i	-3	i	i	i	i	i	i	-3	i
O=[N+]([O-])c1ccccc1S(=O)(=O)NC1CCCCCCC1	i	i	0	i	i	i	i	i	i	4	i
COc1ccc(C(=O)C2CCCN(Cc3cccn3-c3ccccn3)C2)cc1F (centres undefined)	i	i	-3	i	i	i	i	i	-12*	1	i
COc1ccc(C(=O)Nc2cnn(Cc3c(F)cccc3Cl)c2)cc1OC	i	i	12	i	i	i	i	i	i	11	i
Cc1ccc(C)c(OCc2cc(C(=O)NC(C)c3cnn(C)c3)no2)c1 (centres undefined)	i	i	2	i	i	i	i	i	i	4	i
CN(c1ccc(C(=O)N2CCOCC2)cc1)S(=O)(=O)c1cccs1	i	i	8	i	i	i	i	i	i	1	i
CN(Cc1ccccc1)c1c([N+](=O)[O-])c(=O)n(C)c2ccccc12	i	i	4	i	i	i	i	i	i	5	i
CC(C)C[C@@H](C(=O)NC1CCN(Cc2ccccc2)CC1)N1C(=O)N2CCc3c([nH]c4ccccc34)[C@@]2(C)C1=O	i	i	5	i	i	i	i	i	i	7	i
COc1ccc(N2CCN(C(=O)CSc3nnc(Cn4nnc5ccccc54)n3C)CC2)cc1	i	i	2	i	i	i	i	i	i	-4	i
CCCCc1nnc(SC(C)C(=O)Nc2nccs2)n1C (centres undefined)	i	i	-19	i	i	i	i	i	i	-6	i
Cc1ccc(NC(=S)N2CCC(C(N)=O)(N3CCCCC3)CC2)c(C)c1	i	i	4	i	i	i	i	i	i	0	i
COc1ccc(/C=N/NC(=O)c2ccc3c(c2)OCO3)cc1	i	i	4	i	i	i	i	i	i	-3	i
C/C(=N\NC(=O)c1ccn(C)n1)c1ccc(NC(=O)C2CCCC2)cc1	i	i	1	i	i	i	i	i	i	0	i
CC(C)(C)c1ccc(C(=O)NCCC(=O)N2CCN(c3ncccn3)CC2)cc1	i	i	2	i	i	i	100*	i	i	-4	i
CCOc1ccc(-n2c(SC(C)C(=O)OC)nc3c(c2=O)SCC3)cc1 (centres undefined)	i	i	4	i	i	i	i	i	i	4	i
O=C1/C(=C/c2ccc([N+](=O)[O-])cc2)C=C(c2ccccc2)N1c1ccccc1	i	i	1	i	i	i	i	i	i	-12	i
CN1C2C=C3C(C#N)=C(N)C(C#N)(C#N)[C@@H](c4ccsc4)[C@@H]3C1CC2 (some centres undefined)	i	i	-7	i	·	i	i	i	i	-1	i
CSCCC(NS(=O)(=O)c1ccc(Cl)cc1)C(=O)OCC(=O)N1CCOCC1 (centres undefined)	i	i	-2	i	i	i	i	i	i	-7	i
CCCN1CCc2c(sc(NC(=O)c3ccc(S(=O)(=O)N(C)c4ccccc4)cc3)c2C(N)=O)C1	i	i	-4	i	i	i	i	i	i	11	i
O=c1[nH]ncc(N2CCCCC2)c1Cl	i	i	2	i	i	i	i	i	i	6	i
Cc1cc(SCC(=O)N2CCCC2=O)nc2c(C)cccc12	i	i	-3	i	i	i	i	i	i	-2	i
COc1ccc(OCCCC(=O)Nc2ccc(N3CCOCC3)cc2)cc1	i	i	2	i	i	i	i	i	i	-4	i
CSc1nsc(SC)c1C(N)=O	i	i	0	i	i	i	i	i	i	14	i
CCN(CC(=O)NCc1ccc(F)cc1)C(=O)c1ccc(Cl)cc1	i	i	10	i	i	i	i	i	i	7	i
Cn1nc(-c2ccccn2)nc2c(=O)n(C)c(=O)nc1-2	i	i	·	i	i	i	i	i	i	52*	i
COc1ccccc1C(=O)N1CCN(C2CCN(Cc3ccccc3)CC2)CC1	i	i	8	i	i	i	i	i	i	1	i
CCS(=O)(=O)N1Cc2ccccc2CC1C(=O)N(C)CC(=O)Nc1ccc(F)c(F)c1F (centres undefined)	i	i	0	i	i	i	i	i	i	-2	i

More structures
SMILES	TRPC6 act	MrgX1 allo act	HDAC3 inhib	RGS4 act	ANO1 activ	MrgX1 ag	ANO1 block	RGS4 block	TRPC6 inh	SKKanGAS inh	MrgX1 antag
Cc1cccc(NC(=O)C(CC(C)C)NC(=O)C2CCC(C)CC2)n1 (centres undefined)	i	i	2	i	i	i	i	i	i	-5	i
O=C(Cn1cnc2c(nnn2-c2ccccc2)c1=O)N1CCCc2ccccc21	i	i	·	i	i	i	i	i	i	-4	i
O=S(=O)(N/N=C\c1c(F)cccc1Cl)c1ccc(Cl)cc1	i	i	2	i	i	i	i	i	i	0	i
CCOC(=O)c1nnn(-c2nonc2N)c1CSc1ccccc1	i	i	3	i	i	i	i	i	i	-13	i
COc1cc2c(cc1OC)C(c1cccc([N+](=O)[O-])c1)N(C(=O)c1ccc(F)cc1)CC2 (centres undefined)	i	i	8	i	i	i	i	i	i	-11	i
Cc1ccc2oc(C(=O)N(Cc3ccc(N(C)C)cc3)CC3CCCO3)c(C)c2c1 (centres undefined)	i	i	·	i	i	i	i	i	i	-2	i
Cc1nnc(NCCc2ccccc2)c2ccccc12	i	i	14	i	i	i	i	i	i	6	i
Cn1nnnc1SCC(=O)Nc1nc(-c2ccccc2)c(-c2ccccc2)o1	i	i	-3	i	i	i	i	i	i	59*	i
Cc1nn(CC(=O)Nc2cccnc2)c(C)c1[N+](=O)[O-]	i	i	-4	i	i	i	i	i	i	-6	i
CNC(=S)N1CCN(CCNC2=CC(=O)CC(C)(C)C2)CC1	i	i	0	i	i	i	i	i	i	13	i
Cc1ccc(Cn2cccc(NS(C)(=O)=O)c2=O)cc1	i	·	·	i	i	·	·	i	i	2	·
Cc1nc(C)c(-c2csc(Nc3cccc(O)c3)n2)s1	i	i	3	i	i	i	100*	i	i	24	i
CCOC(=O)c1cnc2cc(C)ccn2c1=O	i	i	-24	i	i	i	i	i	i	-7	i
COc1ccc(C(C)=O)cc1COC(=O)c1cc2ccccc2cc1O	i	i	-1	i	i	i	i	i	i	-4	i
